ARNT-TACC3 inh: ARNT/TACC3 interaction disruption. 390,000 compounds, 0.66% hits. AID 623870. Q9Y6A5. inhibition, % at 9.99 µM. AlphaScreen His-ARNT PAS-B/GST-TACC3 binding, luminescence; TACC3 fragment carries E629A point mutation;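 active = mean inhibition of replicates at least 50% and at least half of replicates each reaching 50%; inconclusive = half or more replicates reach 50% but mean below 50%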;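 note: 0% = complete ARNT plus TACC3 wells and 100% = ARNT alone without TACC3; many hits fall short of the cut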
CASP6 VEID inh: blocks human caspase-6 cleavage activity; 350,000 compounds, 0.53% hits; P55212; purified caspase-6, Z-VEID-R110 cleavage fluorescence; inhibition, % at 12.5 µM;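 active = mean inhibition across replicates at least about 35%, with every replicate also reaching that limit, limit read from the data; inconclusive = only one of the two criteria met; inactive = neither criterion met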;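 note: 0% = median of neutral control wells and 100% = no fluorescence left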
Target sequence (P55212 24-179 limits assumed): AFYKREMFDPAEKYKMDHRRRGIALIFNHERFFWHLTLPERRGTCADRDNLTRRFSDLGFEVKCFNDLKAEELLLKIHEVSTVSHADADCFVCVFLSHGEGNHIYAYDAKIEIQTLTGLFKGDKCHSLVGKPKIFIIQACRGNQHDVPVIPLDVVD
Target sequence (P55212 194-293 limits assumed): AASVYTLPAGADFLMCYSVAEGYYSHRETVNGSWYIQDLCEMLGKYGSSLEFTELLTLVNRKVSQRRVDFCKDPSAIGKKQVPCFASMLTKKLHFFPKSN
DENV2 CPE rescue: inhibitors of DENV2 cytopathic effect. DENV2-infected cells, cytopathic effect rescue, plate reader. CPE inhibition, % at 9.99 µM. 350,000 compounds, 1.7% hits. AID 651640; in the data active = CPE inhibition above about 20%, passing the limit was not always enough; inconclusive = no clear call, values can overlap the other calls; tested in BHK-21 cells;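 note: 0% = median of neutral control wells and 100% = median of positive control wells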
SIRT5 block: blocks human SIRT5 desuccinylation of peptide. Purified SirT5, succinyl-peptide AMC, trypsin-coupled fluorescence. AID 652115. 330,000 compounds, 1.1% hits. inhibition, % at 15 µM; in the data active = inhibition above about 15%; inconclusive = no clear call, values can overlap the other calls
Target sequence (Q9NXA8 whole entry, looked up): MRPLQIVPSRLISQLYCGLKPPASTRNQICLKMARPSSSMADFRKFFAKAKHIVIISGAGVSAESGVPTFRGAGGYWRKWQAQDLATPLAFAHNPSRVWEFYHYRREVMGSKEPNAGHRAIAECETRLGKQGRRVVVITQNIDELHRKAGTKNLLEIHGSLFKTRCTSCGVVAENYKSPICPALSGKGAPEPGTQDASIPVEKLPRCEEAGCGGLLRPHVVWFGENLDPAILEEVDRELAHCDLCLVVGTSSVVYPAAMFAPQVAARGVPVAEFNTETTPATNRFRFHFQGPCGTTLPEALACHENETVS
PAX8 inh HTS: PAX8 transcriptional activity inhibition; RMG-I TPO-luciferase reporter, SteadyGlo, 24 h; 360,000 compounds, 1.2% hits; inhibition, % at 12.6 µM;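 active = mean replicate inhibition at least 60% with every replicate also reaching 60%; inconclusive = only one of the two criteria is met; inactive = mean below 60% and not all replicates reaching 60%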;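 note: luciferase light reporting Pax8 driven TPO promoter activity; plate controls were median of neutral control wells for no effect and mitoxantrone controls for full effect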
EWS-Fli block: EWS/Fli transcriptional activity inhibition; A673 NR0B1-luciferase reporter, viability-normalised; inhibition, % at 12.6 µM; 350,000 compounds, 0.67% hits;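 active = mean inhibition of at least 50% after viability correction, with every replicate also passing that limit; inconclusive = mean reaches 50% but only one of two replicates passes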;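 note: firefly luciferase signal divided by Alamar Blue viability fluorescence both relative to DMSO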
LGR2 antag: blocks bursicon-induced cAMP signaling via Drosophila LGR2 | AID 720647 | HEK293 LGR2, CRE-luciferase, bursicon-stimulated, 4 h | 380,000 compounds, 0.35% hits | inhibition, % at 9.99 µM;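 active = drop in luminescence signal, shown as inhibition above about 50% in the replicate tests, limit read from the data, passing the limit was not always enough; inconclusive = probably only some replicates passing the limit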;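 note: agonist challenge used bursicon conditioned medium at about half maximal strength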
The depositor's hits bear a star; ? = inconclusive; nt = not tested or not shown; & = joins results of further samples.

The first 2 entries, ahead of the listing:
[1] CSc1ccccc1NC(=O)COC(=O)CCC(=O)c1ccc(F)cc1
[2] OCC[C@@H]1C[C@H](O)[C@@H](O)[C@@]2(Cc3ccccc3CO2)O1
Screen / compound no.	1	2
DENV2 CPE rescue	7.1	nt
LGR2 antag	14.6	16.4
CASP6 VEID inh	1.8	4.7
ARNT-TACC3 inh	nt	-0.8
PAX8 inh HTS	nt	-9.3
SIRT5 block	19.6*	nt
EWS-Fli block	3.6	-14.1

All compounds of this part, previewed entries included:
[1] CSc1ccccc1NC(=O)COC(=O)CCC(=O)c1ccc(F)cc1
[2] OCC[C@@H]1C[C@H](O)[C@@H](O)[C@@]2(Cc3ccccc3CO2)O1
[3] CC(C)=CCN1CCN(Cc2ccc3nsnc3c2)CC1CCO (configuration not stated)
[4] COCC(=O)Nc1ccc2c(c1)C(=O)N(C)C[C@H](OC)[C@H](C)CN(CCC(F)(F)F)[C@@H](C)CO2
[5] CC(=O)Nc1ccc(S(=O)(=O)N(C)CC(=O)N/N=C/c2cccs2)cc1
[6] CCCCOCC1CN(CCCC)S(=O)(=O)c2c(F)cccc2O1 (configuration not stated)
[7] O=c1ccc(-c2ccc(S(=O)(=O)N3CCN(c4ccccc4)CC3)o2)n[nH]1
[8] C[C@@H]1CN([C@@H](C)CO)S(=O)(=O)c2ccc(C3=CCCC3)cc2O[C@@H]1CN(C)Cc1ccccc1
Screen / compound no.	1	2	3	4	5	6	7	8
DENV2 CPE rescue	7.1	nt	-3.0	-3.8	-11.1	-2.8	-5.3	-1.4
LGR2 antag	14.6	16.4	-11.3	9.8	7.2	26.2	7.8	6.3
CASP6 VEID inh	1.8	4.7	-1.7	-4.0	9.6	0.6	-1.6	0.0
ARNT-TACC3 inh	nt	-0.8	-9.8	-2.2	1.7	nt	-3.0	11.0
PAX8 inh HTS	nt	-9.3	0.9	-9.6	-7.4	3.6	3.7	nt
SIRT5 block	19.6*	nt	0.6	-11.2	-2.0	nt	3.6	10.6
EWS-Fli block	3.6	-14.1	1.2	-8.5	4.3	-4.8	nt	6.0

[9] CC=Cc1ccc2n(c1=O)C[C@@H]1[C@@H](CO)[C@H](C(=O)NCC(F)(F)F)[C@H]2N1C(=O)C1CC1 (mixture of isomers)
[10] O=C(N/N=C/c1ccccn1)c1cc(-c2ccc(Br)cc2)nc2ccccc12
[11] Cc1noc(C)c1S(=O)(=O)N(C)C[C@@H]1Oc2ccc(NC(=O)Nc3ccc4c(c3)OCO4)cc2CC(=O)N([C@@H](C)CO)C[C@@H]1C
[12] C[C@H]1CN([C@@H](C)CO)S(=O)(=O)c2ccc(Br)cc2O[C@H]1CN(C)C(=O)c1ccccc1F
[13] Cc1cccc(OCC(=O)NC(=S)Nc2ccccc2N2CCOCC2)c1
[14] Cc1nc([N+](=O)[O-])c(C(=O)OCc2ccccc2Br)n1C
[15] COc1cccc(-c2ccccc2[C@@H]2[C@@H](CO)N(C(=O)Cc3ccccc3)[C@H]2C#N)c1
[16] CCCNC(=O)CCn1cc(-c2ccc(OC)cc2)nc1CCN
Screen / compound no.	9	10	11	12	13	14	15	16
DENV2 CPE rescue	?	-5.7	-2.3	6.7&6.6	-1.7	-3.7	-1.3	-7.6
LGR2 antag	-0.1	11.2	2.5	3.3&-9.7	-0.8	1.8	1.8	5.5
CASP6 VEID inh	-1.3	2.7	-3.2	-0.2&1.6	-0.4	-2.5	0.7	-3.9
ARNT-TACC3 inh	13.5	-4.0	nt	-5.3	0.0	-1.9	nt	1.6
PAX8 inh HTS	nt	65.8*	-2.1	-5.7	15.2	7.8	10.9	10.1
SIRT5 block	-13.3	nt	-2.0	-2.7&-0.1	-0.3	3.1	3.8	-1.2
EWS-Fli block	7.2	17.3	3.2	-2.3&-7.3	-5.7	3.7	-13.6	2.4

[17] CCOC1=C2CN(S(=O)(=O)c3ccc(C)cc3)[C@H](c3ccccc3)C[C@@H]2N(S(C)(=O)=O)[C@H](c2ccccc2)C1
[18] CCCNC(=O)N[C@H]1C=C[C@@H](CC(=O)NC2CCCCC2)O[C@H]1CO
[19] Cc1cccc(N2CCN(C(=O)c3cccc(S(=O)(=O)N4CCc5ccccc5C4)c3)CC2C)c1 (configuration not stated)
[20] CC(=O)c1cnc(-c2ccccc2Cl)s1
[21] Cc1cccc(C)c1NC(=O)CSc1ccc([N+](=O)[O-])cn1
[22] CCOCCCNC(=S)N1CCC(C(=O)c2ccc(C)cc2)CC1
[23] O=C(Nc1nonc1-c1ccc(Cl)cc1)c1ccccc1
[24] C[C@@H]1CN([C@@H](C)CO)S(=O)(=O)c2ccc(C#C[C@@H](C)O)cc2O[C@H]1CN(C)C(=O)C1CCC1
Screen / compound no.	17	18	19	20	21	22	23	24
DENV2 CPE rescue	-15.8	-11.0	0.2	1.6	1.8	3.0	6.7	0.6
LGR2 antag	-1.3	-4.4	12.4	-39.1	13.1	3.3	16.4	-6.0
CASP6 VEID inh	-2.5	0.8	-1.8	0.6	1.4	4.7	20.9	2.0
ARNT-TACC3 inh	nt	3.6	3.2	-4.0	-4.5	7.4	-4.4	28.7
PAX8 inh HTS	4.3	11.3	32.7	-52.3	17.6	17.0	-8.0	nt
SIRT5 block	-2.4	5.5	-1.8	-1.4	0.5	-2.6	0.2	1.7
EWS-Fli block	-9.1	-11.0	22.7	-17.3	17.7	13.6	1.2	0.0

Screen by screen, quoted from above.
EWS-Fli block for entries 17 to 24 → -9.1, -11.0, 22.7, -17.3, 17.7, 13.6, 1.2, 0.0
DENV2 CPE rescue for entries 17 to 24 → -15.8, -11.0, 0.2, 1.6, 1.8, 3.0, 6.7, 0.6
ARNT-TACC3 inh for entries 17 to 24 → nt, 3.6, 3.2, -4.0, -4.5, 7.4, -4.4, 28.7

(cont.)
[25] Cc1cc(=O)[nH]c(SCC(=O)Nc2ccc(Br)cc2)n1
[26] COC(=O)c1cc2occc2n1Cc1nc(-c2ccccc2Cl)oc1C
[27] COC(=O)C[C@@H]1CC[C@H]2[C@@H](COc3ccc(NC(=O)c4cccs4)cc3C(=O)N2C)O1
[28] C[C@@H]1CN([C@H](C)CO)S(=O)(=O)c2ccc(C#Cc3cccnc3)cc2O[C@@H]1CN(C)C
[29] O=C(Nc1cc(C(F)(F)F)ccc1N1CCOCC1)C1=COCCO1
[30] CC(/C=C/c1ccc(N(C)C)cc1)=N/N=C1/NC(=O)CC(C(=O)Nc2ccc(Cl)cc2)S1 (configuration not stated)
[31] CC(OC(=O)C1CC1)C(=O)Nc1ncc(Cl)cc1Cl (configuration not stated)
[32] NS(=O)(=O)c1ccc(NC(=O)COc2ccc(Cl)cc2)cc1
Screen / compound no.	25	26	27	28	29	30	31	32
DENV2 CPE rescue	4.8	-1.5	-1.7	4.8	8.9	0.8	-7.6	1.5
LGR2 antag	20.8	-0.5	-3.0	7.4	-5.3	-60.2	1.5	-9.1
CASP6 VEID inh	-0.3	-0.2	nt	-3.4	-5.0	0.9	1.4	-3.7
ARNT-TACC3 inh	-6.2	-0.7	9.6	17.3	1.4	-1.6	nt	13.4
PAX8 inh HTS	-10.3	4.9	13.8	nt	16.2	-44.6	8.5	15.0
SIRT5 block	-2.0	nt	nt	-0.9	-3.3	3.5	-13.0	-5.3
EWS-Fli block	4.7	8.1	-14.8	-12.0	1.7	-14.0	0.2	7.2

[33] C[C@@H]1CN([C@@H](C)CO)C(=O)c2cc(C#C[C@@H](C)O)cnc2O[C@@H]1CN(C)Cc1cccc(C(=O)O)c1
[34] C/C=C/c1ccc([C@@H]2[C@H](CO)N(C(=O)CC)C23CN(S(=O)(=O)CC)C3)cc1
[35] O=C(NC1CC1)C1=C[C@@H](c2ccc3c(c2)OCO3)C[C@@H](OCc2ccc(CO)cc2)O1
[36] C/C=C/c1ccc2c(c1)O[C@@H](CN(C)Cc1ccccc1F)[C@@H](C)CN([C@@H](C)CO)S2(=O)=O
Screen / compound no.	33	34	35	36
DENV2 CPE rescue	4.5	-10.6	-16.6&-2.0	3.1
LGR2 antag	10.7	4.1	-7.8	-14.5
CASP6 VEID inh	1.8	0.1	-5.1&-2.0	-2.0
ARNT-TACC3 inh	-9.3	nt	-6.7	-6.3
PAX8 inh HTS	nt	2.3	-22.5&-20.4	nt
SIRT5 block	nt	-0.6	-4.2&-1.7	0.9
EWS-Fli block	-14.1	-3.4	-5.5&-3.6	-3.8

Three of these compounds in another layout:
34: C/C=C/c1ccc([C@@H]2[C@H](CO)N(C(=O)CC)C23CN(S(=O)(=O)CC)C3)cc1
  DENV2 CPE rescue: -10.6	LGR2 antag: 4.1	CASP6 VEID inh: 0.1	ARNT-TACC3 inh: nt	PAX8 inh HTS: 2.3	SIRT5 block: -0.6	EWS-Fli block: -3.4
35: O=C(NC1CC1)C1=C[C@@H](c2ccc3c(c2)OCO3)C[C@@H](OCc2ccc(CO)cc2)O1
  DENV2 CPE rescue: -16.6&-2.0	LGR2 antag: -7.8	CASP6 VEID inh: -5.1&-2.0	ARNT-TACC3 inh: -6.7	PAX8 inh HTS: -22.5&-20.4	SIRT5 block: -4.2&-1.7	EWS-Fli block: -5.5&-3.6
36: C/C=C/c1ccc2c(c1)O[C@@H](CN(C)Cc1ccccc1F)[C@@H](C)CN([C@@H](C)CO)S2(=O)=O
  DENV2 CPE rescue: 3.1	LGR2 antag: -14.5	CASP6 VEID inh: -2.0	ARNT-TACC3 inh: -6.3	PAX8 inh HTS: nt	SIRT5 block: 0.9	EWS-Fli block: -3.8

Screening results: PubChem, Broad Institute
